STAT3 blocker: reduces IL-6 driven STAT3 reporter signal; 190,000 compounds, 0.89% hits; U3A cells, IL-6 STAT3-luciferase reporter, luminescence; host cell line lacks STAT1; inhibition, % at 5.5 µM;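 active means inhibition above the mean inhibition across all screened compounds plus 3 SD, cut at about 44% in these data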;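 further: 0% = DMSO only wells and 100% = 100 µM nifuroxazide control wells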
STAT1 inh: STAT1 signaling inhibition | NIH 3T3 STAT1-luciferase reporter, IFN-gamma, luminescence | inhibition, % at 5.5 µM | 200,000 compounds, 0.35% hits | AID 920;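 active means inhibition above a set limit, the mean inhibition across all tested compounds plus 3 SD, cut at about 34% in these data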;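 further: 0% = IFN-gamma with DMSO and 100% = IFN-gamma with 300 µM nifuroxazide; values of inactives mirror those of a sister screen read the other way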
G6PDH counter: counter-screen for G6PDH assay hits: L. mesenteroides G6PDH inhibition. Purified L. mesenteroides G6PDH, diaphorase/resazurin coupled fluorescence, 45 min. inhibition, % at 5 µM. 200,000 compounds, 0.12% hits. AID 1020; in the data active means inhibition above about 50%
STAT1 act: activators of IFN-gamma induced STAT1 signaling. NIH 3T3 STAT1-luciferase reporter, luminescence; 100% = IFN-gamma alone, no compound. activation (% of control), % at 5.5 µM. 200,000 compounds, 2.6% hits. AID 932;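 active means activation above the screen-wide mean activation plus 3 SD, cut at about 130% in these data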;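 further: raw ratio to IFN-gamma control signal so 100% means no change and 0% no light; values of inactives mirror those of a sister screen read the other way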
STAT3 act: activators of IL-6 induced STAT3 signaling; activation (% of control), % at 5.6 µM; AID 871; U3A cells, IL-6 STAT3-luciferase reporter, luminescence; 100% = signal with IL-6 EC80 alone; 190,000 compounds, 0.91% hits;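 active means activation above the screen-wide mean of compound activation plus 3 SD, cut at about 130% in these data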;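 further: 0% = background luminescence of wells with medium and substrate only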
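Material: STAT3-luciferase reporter U3A cells; Probe or stimulus: IL-6 (33 ng/mL); Incubation: compound pre-incubation 1 h before IL-6, then 6 h stimulation at 37 °C; Technique: luminescence from STAT3-driven luciferase reporter; Evaluation: % activation versus median of IL-6-stimulated wells; Controls: IL-6-only high control.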
TLR4-MyD88 BLA: TLR4-MyD88 interaction inhibition in cells; 200,000 compounds, 0.18% hits; O00206+Q99836; inhibition, % at 8.4 µM; HeLa CL3-4 TLR4/MyD88 BLA complementation, FRET ratio; AID 861; in the data active means inhibition above about 25%;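 further: 0% = vehicle and 100% = reference inhibitor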
Target sequence (O00206 whole entry, looked up): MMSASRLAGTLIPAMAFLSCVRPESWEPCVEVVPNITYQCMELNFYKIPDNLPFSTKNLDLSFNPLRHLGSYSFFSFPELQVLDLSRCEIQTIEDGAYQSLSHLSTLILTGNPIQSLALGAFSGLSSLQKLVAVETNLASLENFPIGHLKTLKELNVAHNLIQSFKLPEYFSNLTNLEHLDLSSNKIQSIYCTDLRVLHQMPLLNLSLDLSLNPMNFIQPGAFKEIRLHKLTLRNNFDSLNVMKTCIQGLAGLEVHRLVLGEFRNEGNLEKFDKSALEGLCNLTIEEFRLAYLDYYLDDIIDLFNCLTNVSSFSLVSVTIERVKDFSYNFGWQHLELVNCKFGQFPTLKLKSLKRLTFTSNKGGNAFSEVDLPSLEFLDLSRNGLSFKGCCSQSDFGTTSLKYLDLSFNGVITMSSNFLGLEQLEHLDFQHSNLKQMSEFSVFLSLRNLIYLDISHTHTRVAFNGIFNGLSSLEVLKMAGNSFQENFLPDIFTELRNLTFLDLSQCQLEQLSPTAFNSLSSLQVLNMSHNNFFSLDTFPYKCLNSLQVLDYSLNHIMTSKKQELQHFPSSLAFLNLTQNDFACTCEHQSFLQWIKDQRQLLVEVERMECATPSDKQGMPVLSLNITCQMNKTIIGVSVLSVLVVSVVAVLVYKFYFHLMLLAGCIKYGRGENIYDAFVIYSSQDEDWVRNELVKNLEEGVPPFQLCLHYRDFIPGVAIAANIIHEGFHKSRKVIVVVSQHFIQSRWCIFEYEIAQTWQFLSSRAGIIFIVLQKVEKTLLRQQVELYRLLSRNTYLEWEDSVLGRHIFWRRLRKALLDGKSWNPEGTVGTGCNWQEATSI
Target sequence (Q99836 whole entry, looked up): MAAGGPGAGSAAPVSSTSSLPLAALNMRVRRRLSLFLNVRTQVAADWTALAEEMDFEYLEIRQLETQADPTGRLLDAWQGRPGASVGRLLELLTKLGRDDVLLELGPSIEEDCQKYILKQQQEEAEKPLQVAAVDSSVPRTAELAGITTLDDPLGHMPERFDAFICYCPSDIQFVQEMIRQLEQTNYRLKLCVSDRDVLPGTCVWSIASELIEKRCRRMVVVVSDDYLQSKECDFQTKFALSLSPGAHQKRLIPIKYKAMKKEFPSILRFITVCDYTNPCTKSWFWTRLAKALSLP
Hsp70 act: transcriptional activators of Hsp70. activation, % at 10 µM. AID 1203. HeLa Hsp70 promoter luciferase reporter, luminescence; scaled: vehicle 0, proteasome-inhibitor control 100%. 200,000 compounds, 0.04% hits;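 active means activation above the mean across all tested compounds plus 3 SD, cutoff set per campaign, cut at about 5.5% in these data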;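 further: 100% = MG132 at 30 µM as the positive control and 0% = DMSO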
APP 5UTR inh: APP translation inhibition. SH-SY5Y APP 5'UTR-luciferase reporter, luminescence. inhibition, % at 2 µM. 190,000 compounds, 0.82% hits. AID 1285;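 active means inhibition above a set limit, derived from the sample mean plus 3 SD, cut at about 45% in these data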; further: values of inactives mirror those of a sister screen read the other way
Diaph act CS: activates diaphorase or chemically reduces, flagging diaphorase assay artifacts; activation factor at 20 µM; 190,000 compounds, 0.005% hits; Diaphorase/resazurin coupled assay, resorufin fluorescence, 16 min; stronger effect = higher value; 1 = vehicle wells, 0 = NADH-free wells;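 active means diaphorase activity raised at least twofold by the compound at 20 µM; inactive means activation factor below 2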
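test system = bacterial diaphorase enzyme (C. kluyveri) | quantity = enzyme 0.07 U/mL final | reagent = NADH substrate 0.114 mM plus resazurin dye 0.1 mM, final | incubation = 16 min enzyme reaction, ambient temperature | buffer or medium = HEPES pH 7.4 buffer with MgCl2 and Tween 20 | signal = fluorescence of resorufin, 544 nm excitation, 590 nm emission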
Diaphorase inh: inhibits diaphorase or chemically oxidizes, flagging diaphorase assay artifacts. diaphorase resazurin-to-resorufin fluorescence, NADH, 16 min; bacterial (C. kluyveri) enzyme, not human. inhibition, % at 20 µM. 190,000 compounds, 0.69% hits. AID 1217;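 active means primary screen inhibition at 20 µM above a set limit, cut at about 50% in these data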;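 further: plate controls were DMSO with full reaction for no effect and wells lacking NADH for full effect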
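Test system: Clostridium kluyveri diaphorase enzyme / Quantity: diaphorase at 0.14 U/mL in enzyme working solution / Incubation: 16-min room-temperature incubation before reading / Benchmarks: NADH-free wells as positive control, DMSO-only neutral wells / Signal: resorufin fluorescence 544/590 nm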
* = called active by the depositor; · = not tested or not shown.

compound	STAT3 blocker	STAT1 inh	G6PDH counter	STAT1 act	STAT3 act	TLR4-MyD88 BLA	Hsp70 act	APP 5UTR inh	Diaph act CS	Diaphorase inh
CSC(=S)N/N=C(\C)c1ccc(Br)cc1	-4	-4	6	102	105	2	-0.1	5	0.7	31
COc1ccc(O)c(/C=N/NC(=S)Nc2cccnc2)c1	21	3	-17	97	85	-3	-0.1	-7	0.9	6
CCc1ccc(C(=O)COC(=O)c2cccc(N3C(=O)c4c(C)nc5ccccc5c4C3=O)c2)cc1	22	-7	1	106	83	12	-0.4	-113	0.9	6
O=C(Cc1ccc(Cl)cc1)N/N=C/c1ccncc1	-3	3	5	98	105	-10	-0.4	-13	1.1	-9
Cc1[nH]c2ccccc2c1C(=O)CSc1nncn1C	-4	2	3	98	106	-16	0.0	12	1	2
CC1CC(C)CN(CCCNC(=O)C2CCC(=O)N2C2CCCC2)C1 (centres undefined)	6	-4	8	103	98	-6	-0.5	-3	1	-4
CCN(CCCNC(=O)CCNC(=O)Cn1ccc2ccccc2c1=O)c1ccccc1	5	-1	5	101	99	-20	0.2	1	0.8	17
CC1CCCCC1NC(=S)NC(=O)c1sc2ccccc2c1Cl (centres undefined)	-6	-2	16	100	110	-10	0.0	10	1.1	-7
COc1ccc(Oc2ccc(N/C=C/C(=O)C(C)(C)C)cc2)cc1	13	-15	1	112	92	19	-0.2	-1	0.8	18
CCOC(=O)N1CCN(C(=O)CSc2ccc(-c3cccc(OC)c3)nn2)CC1	0	9	1	91	103	6	-0.3	-2	1	3
CC(C)(C)SCCNC(=O)c1ccc(Cl)c(S(=O)(=O)N2CCOCC2)c1	17	4	·	95	87	14	-0.6	10	·	·
Cc1ccc(OCCn2cnc3sc(C(N)=O)c(C)c3c2=O)cc1	14	-1	4	100	90	2	-0.2	-18	0.9	5
O=C(CCNS(=O)(=O)c1cccc2nonc12)NC1CCCc2ccccc21 (centres undefined)	-8	6	-4	96	110	9	0.0	6	0.7	25
CCOC(=O)C(C)Sc1nc(=O)n2cc(C)ccc2n1 (centres undefined)	-6	7	8	94	106	-9	0.0	-4	1	4
CC1CCCCC1NC(=S)Nc1cccc(S(=O)(=O)N(C)C)c1 (centres undefined)	12	7	1	92	96	-4	0.5	-9	0.7	29
O=C1C(NS(=O)(=O)c2ccc(Cl)cc2)=C(N2CCCCC2)C(=O)c2ccccc21	-15	2	1	98	119	-19	-0.1	13	0.7	26
O=C(CNCc1ccco1)Nc1cc(S(=O)(=O)N2CCOCC2)ccc1N1CCCC1	-3	5	2	95	114	-1	-0.2	6	0.9	9
Cc1ccc2oc(NC(=O)N3CCOCC3)cc(=O)c2c1	4	-3	6	103	102	-4	-0.5	-9	0.9	10
O=S(=O)(c1ccc2c(c1)OCCO2)N1CCC(O)(c2ccc(Cl)cc2)CC1	18	7	-9	93	86	14	-0.4	-8	0.9	11
Cc1ccc(S(=O)(=O)N2CCCC2C(=O)Nc2nc3ccccc3s2)cc1 (centres undefined)	-20	1	-11	99	123	10	0.0	-1	0.8	24
CCN(CC)CCNC(=O)C1CCC(=O)N1CCc1ccccc1 (centres undefined)	9	2	6	98	99	-10	-0.3	-7	1	4
CCn1ncc(C2C(C(=O)Nc3ccc(C)cn3)=C(C)NC3=C2C(=O)CCC3)c1C (centres undefined)	0	1	3	99	102	-8	-0.1	-7	1	1
CCC(=O)c1ccc(OCc2ccc(C(=O)OC)o2)c(OC)c1	12	4	10	95	93	-4	-0.4	-1	0.9	12
CCOC(=O)N1CCN(c2cc(=O)n(-c3cccc(Br)c3)c(=O)[nH]2)CC1	-1	-8	2	107	105	-12	0.0	17	0.9	13
CC(OC(=O)c1ccc2c(=O)n3c(nc2c1)CCCCC3)C(N)=O (centres undefined)	11	-7	14	105	95	-3	-0.1	-4	0.9	7

Shown field by field: entries from further up.
CC1CCCCC1NC(=S)Nc1cccc(S(=O)(=O)N(C)C)c1 (centres undefined)
  STAT3 blocker = 12	STAT1 inh = 7	G6PDH counter = 1	STAT1 act = 92	STAT3 act = 96	TLR4-MyD88 BLA = -4	Hsp70 act = 0.5	APP 5UTR inh = -9	Diaph act CS = 0.7	Diaphorase inh = 29
COc1ccc(O)c(/C=N/NC(=S)Nc2cccnc2)c1
  STAT3 blocker = 21	STAT1 inh = 3	G6PDH counter = -17	STAT1 act = 97	STAT3 act = 85	TLR4-MyD88 BLA = -3	Hsp70 act = -0.1	APP 5UTR inh = -7	Diaph act CS = 0.9	Diaphorase inh = 6

A section of the results above, as a working copy:
compound	STAT3 blocker	STAT1 inh	G6PDH counter	STAT1 act	STAT3 act	TLR4-MyD88 BLA	Hsp70 act	APP 5UTR inh	Diaph act CS	Diaphorase inh
CSC(=S)N/N=C(\C)c1ccc(Br)cc1	-4	-4	6	102	105	2	-0.1	5	0.7	31
COc1ccc(O)c(/C=N/NC(=S)Nc2cccnc2)c1	21	3	-17	97	85	-3	-0.1	-7	0.9	6
CCc1ccc(C(=O)COC(=O)c2cccc(N3C(=O)c4c(C)nc5ccccc5c4C3=O)c2)cc1	22	-7	1	106	83	12	-0.4	-113	0.9	6
O=C(Cc1ccc(Cl)cc1)N/N=C/c1ccncc1	-3	3	5	98	105	-10	-0.4	-13	1.1	-9
Cc1[nH]c2ccccc2c1C(=O)CSc1nncn1C	-4	2	3	98	106	-16	0.0	12	1	2
CC1CC(C)CN(CCCNC(=O)C2CCC(=O)N2C2CCCC2)C1 (centres undefined)	6	-4	8	103	98	-6	-0.5	-3	1	-4
CCN(CCCNC(=O)CCNC(=O)Cn1ccc2ccccc2c1=O)c1ccccc1	5	-1	5	101	99	-20	0.2	1	0.8	17
CC1CCCCC1NC(=S)NC(=O)c1sc2ccccc2c1Cl (centres undefined)	-6	-2	16	100	110	-10	0.0	10	1.1	-7
COc1ccc(Oc2ccc(N/C=C/C(=O)C(C)(C)C)cc2)cc1	13	-15	1	112	92	19	-0.2	-1	0.8	18
CCOC(=O)N1CCN(C(=O)CSc2ccc(-c3cccc(OC)c3)nn2)CC1	0	9	1	91	103	6	-0.3	-2	1	3
CC(C)(C)SCCNC(=O)c1ccc(Cl)c(S(=O)(=O)N2CCOCC2)c1	17	4	·	95	87	14	-0.6	10	·	·
Cc1ccc(OCCn2cnc3sc(C(N)=O)c(C)c3c2=O)cc1	14	-1	4	100	90	2	-0.2	-18	0.9	5
O=C(CCNS(=O)(=O)c1cccc2nonc12)NC1CCCc2ccccc21 (centres undefined)	-8	6	-4	96	110	9	0.0	6	0.7	25

Source: PubChem
